Bioassay records: PubChem BioAssay, several laboratories
CHT allo act – allosterically activates the human high affinity choline transporter | 310,000 tested, 0.49% active | CHT-expressing cells, membrane potential dye, choline EC20; hits give high values; LV-AA mutant CHT in HEK293 cells | B-score at 10 µM | Q9GZV3;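 active = initial fluorescence not abnormally high and integrated response B-score, plate-corrected, over 3 SD above library mean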
Target sequence (Q9GZV3 whole entry, looked up): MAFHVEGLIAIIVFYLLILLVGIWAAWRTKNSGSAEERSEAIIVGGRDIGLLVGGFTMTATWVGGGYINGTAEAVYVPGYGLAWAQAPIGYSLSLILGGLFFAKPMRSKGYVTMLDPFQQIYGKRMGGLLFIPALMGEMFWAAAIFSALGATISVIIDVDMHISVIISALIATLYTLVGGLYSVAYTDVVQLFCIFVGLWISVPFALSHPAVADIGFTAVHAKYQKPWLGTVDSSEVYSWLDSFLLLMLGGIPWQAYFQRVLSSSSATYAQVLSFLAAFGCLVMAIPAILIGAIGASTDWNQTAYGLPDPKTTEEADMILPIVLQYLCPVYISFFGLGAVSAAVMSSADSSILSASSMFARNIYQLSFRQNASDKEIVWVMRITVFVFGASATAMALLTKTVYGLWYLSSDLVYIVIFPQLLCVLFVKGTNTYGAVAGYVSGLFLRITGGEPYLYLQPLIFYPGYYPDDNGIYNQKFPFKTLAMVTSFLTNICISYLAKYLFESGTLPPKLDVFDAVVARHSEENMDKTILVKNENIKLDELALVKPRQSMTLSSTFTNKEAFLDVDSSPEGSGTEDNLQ
OX1R antagonist – human HCRTR1 antagonism | 330,000 tested, 0.43% active | CHO/OX1R cells, Fluo-8 calcium fluorescence, orexin A | inhibition, % at 5 µM | O43613;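 active = inhibition above its plate's threshold, mean inhibition of all tested compounds on the plate plus 3 SD, cut at about 37% in these data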;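 also: 0% = orexin A challenge wells and 100% = SB-334867-A antagonist wells; not every result past the cut was called active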
Target sequence (O43613 whole entry, looked up): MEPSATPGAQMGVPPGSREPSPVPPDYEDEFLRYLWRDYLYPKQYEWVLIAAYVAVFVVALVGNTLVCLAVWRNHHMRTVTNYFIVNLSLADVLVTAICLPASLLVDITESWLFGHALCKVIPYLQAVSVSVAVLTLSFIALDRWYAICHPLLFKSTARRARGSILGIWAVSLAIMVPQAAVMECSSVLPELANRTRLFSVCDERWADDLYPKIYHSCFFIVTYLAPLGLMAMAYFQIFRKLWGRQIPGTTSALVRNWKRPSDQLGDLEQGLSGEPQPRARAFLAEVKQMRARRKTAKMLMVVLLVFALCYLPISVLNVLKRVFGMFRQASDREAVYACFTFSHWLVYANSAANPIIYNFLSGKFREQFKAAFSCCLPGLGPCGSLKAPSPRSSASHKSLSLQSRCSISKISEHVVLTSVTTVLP
Active calls of the source: *; i = inactive; x = not tested or not shown.

No.	molecule	CHT allo act	OX1R antagonist
1	O=C(NNS(=O)(=O)c1ccc([N+](=O)[O-])cc1)C(=O)Nc1cccc(C(=O)O)c1	i	8.6
2	COc1cccc(CC(=O)OCC(=O)NC2CCCCCC2)c1	i	-19.7
3	Cc1cc(C(=O)OCC(=O)NC(=O)c2cccn2C)c2ccccc2n1	i	-12.7
4	O=C(CSc1ncccn1)NNC(=O)c1ccccc1	i	4.1
5	CC(=O)c1cccc(NC(=O)Cc2ccc3c(c2)CCCC3)c1	i	-1.1
6	Cc1[nH]c(=O)[nH]c(=O)c1S(=O)(=O)N1CCCC(C(=O)NCCc2ccc(Cl)cc2)C1 (configuration not stated)	i	33.5
7	Cc1ccc(/C=N/NC(=O)c2cccc(NC(=O)c3ccccc3C)c2)o1	i	-9.8
8	CC(C)N(C(=S)Nc1ccc(S(=O)(=O)N2CCOCC2)cc1)c1ccccc1	x	-10.0
9	Cc1c(Cl)cccc1NC(=O)CCC(=O)NNC(=O)c1ccccc1	i	-19.8
10	O=C(CSc1nc2ccc([N+](=O)[O-])cc2[nH]1)NC1CCCC1	i	5.0
11	O=C1CC(c2ccc(F)cc2)SC(N(c2ccccc2)c2ccccc2)=N1 (configuration not stated)	i	-16.7
12	Cn1ncc(Br)c1C(=O)NC1CCCC1	i	-8.3
13	Cc1ccc(C(=O)OCC(=O)NC(C)c2ccccc2)cc1C (configuration not stated)	x	5.0
14	CCOC(=O)N1CCN(C(=O)c2csc3c2CCCCC3)CC1	i	-16.9
15	CCN(CC)C(=O)C(C)N(C#N)c1nc(Cl)nc(N(C)C)n1 (configuration not stated)	i	-22.2
16	O=C(CSc1cccc(C(F)(F)F)c1)Nc1ccc(N2CCOCC2)cc1	x	-20.3
17	COC(=O)COc1ccc2c(c1C)O/C(=C\c1ccco1)C2=O	i	-4.8
18	COc1cc(C2C(C(=O)c3ccc(C)o3)=C(O)C(=O)N2CCc2ccccc2)ccc1O (configuration not stated)	i	-14.1
19	CC(Oc1ccc(Br)cc1)C(=O)Nn1c(=S)[nH]c2ncccc2c1=O (configuration not stated)	i	-0.1
20	N#Cc1cc(C(=O)c2cc(F)ccc2O)cn(-c2nccs2)c1=O	i	28.0
21	CCOc1ccccc1NC(=O)CN1CCC(C(=O)c2ccc(F)cc2)CC1	i	-43.9
22	O=C(Nc1nnc(CSCc2ccccc2F)s1)c1cccc([N+](=O)[O-])c1	i	-16.6
23	CN1CCN(C(=O)CCc2nc(-c3ccc(Cl)cc3)no2)CC1	i	-4.2
24	Cc1cccc(Nc2nc(N)nc(CN3CCN(c4ccccc4)CC3)n2)c1	i	-15.9
25	O=C(O)c1cc(-c2ccccc2)n(-c2ccccc2C(=O)O)n1	i	-8.2
26	COc1ccc(S(=O)(=O)N2CCOCC2)cc1NC(=O)CO/N=C/c1ccccc1OC(F)F	i	-10.8
27	CCN(CC1COc2ccccc2O1)C(=S)Nc1ccccc1 (configuration not stated)	i	-25.7
28	CC(=O)N1CCSc2ccc(S(=O)(=O)Nc3ccc(C)cc3)cc21	i	-8.0
29	Cc1cc(C)nc(/N=C(\N)Nc2ccc([N+](=O)[O-])cc2)n1	i	26.5
30	CN(CC(=O)Nc1cccc(F)c1)C(=O)c1cn2ccccc2n1	x	-9.5

Record cards, as listed above. Values in the order: CHT allo act | OX1R antagonist
Listed for O=C(NNS(=O)(=O)c1ccc([N+](=O)[O-])cc1)C(=O)Nc1cccc(C(=O)O)c1 → i | 8.6
Listed for COc1cccc(CC(=O)OCC(=O)NC2CCCCCC2)c1 → i | -19.7
Listed for O=C(Nc1nnc(CSCc2ccccc2F)s1)c1cccc([N+](=O)[O-])c1 → i | -16.6
Listed for Cc1cccc(Nc2nc(N)nc(CN3CCN(c4ccccc4)CC3)n2)c1 → i | -15.9
Listed for CC(=O)c1cccc(NC(=O)Cc2ccc3c(c2)CCCC3)c1 → i | -1.1

Other compounds follow:
No.	molecule	CHT allo act	OX1R antagonist
31	CCOc1ccccc1CN1C(=O)c2ccccc2C1C(=O)NCC1CCCO1 (configuration not stated)	i	-16.4
32	CCCCN=C1C([N+](=O)[O-])=CC=C2C1=NC1(CCCCC1)N2O	i	-8.9
33	CN(CC(=O)Nc1ccc(Cl)c(C(F)(F)F)c1)C(=O)C1CCCO1 (configuration not stated)	x	8.8
34	CCOC(=O)C1=C(c2ccccc2)N=C2SCC(=O)N2C1c1ccc(OC)c(OC)c1 (configuration not stated)	i	-17.9
35	Cc1c([N+](=O)[O-])c([N+](=O)[O-])nn1CC(=O)NCc1cccnc1	i	-11.7
36	COc1ccccc1C(=O)Nc1nc(-c2ccc(S(=O)(=O)N3CCOCC3)cc2)cs1	i	32.6
37	Cc1nc2ccccc2nc1N/N=C/c1ccc(O)cc1	i	-13.6
38	CSc1ccc(Cl)c(C(=O)Nc2ccc(Cl)cn2)c1	i	-39.9
39	CCNC(=S)NN(c1ccccc1)c1ccccc1	i	-8.8
40	CCn1ncc([N+](=O)[O-])c1C(=O)NC1CCCCC1	i	-5.3
41	Cc1c(C)c2ccc(OCC(=O)NCCCn3ccnc3)cc2oc1=O	i	-1.1
42	CC[C@]12c3[nH]c4cc(-c5ccco5)ccc4c3CCN1C(=O)[C@@H](CC(=O)NCc1ccco1)C[C@@H]2C(=O)N1CCN(C(=O)C2CC2)CC1	x	-17.8
43	O=C(NCCc1ccccc1)c1n[nH]c2ccccc12	i	-5.0
44	CCN(CC(=O)Nc1ccccc1OC)CC(=O)Nc1c(Cl)ccc(C)c1Cl	i	-16.2
45	Nc1ncnc2c1ncn2[C@@H]1O[C@H](CNCc2ccc(-c3cc(C(F)(F)F)ccc3Cl)o2)[C@@H](O)[C@H]1O	x	-9.2
46	Cn1ncc([N+](=O)[O-])c1C(=O)Nc1cccc(Cl)c1	i	-12.6
47	O=C(COC(=O)c1ccc(Br)o1)NC1CCCCC1	i	-8.9
48	CSc1ccccc1NC(=O)N1CCC(CO)(CC2CCCCO2)CC1 (configuration not stated)	i	-19.1
49	Cc1ccc(S(=O)(=O)n2nc(OC(=O)c3ccccc3C)cc2N)cc1	i	-32.3
50	O=C(NC1(C(F)(F)F)NC(=O)N(C2CCCCC2)C1=O)c1ccco1 (configuration not stated)	i	-2.2
51	COc1ccc(CCNC(=O)COC(=O)CCC(=O)c2cccs2)cc1OC	x	-25.5
52	O=C(/C=C/c1ccco1)N(Cc1ccc(F)cc1)C1CCS(=O)(=O)C1 (configuration not stated)	i	-7.6
53	CCCCN(C)CCC(=O)Nc1ccc(Cl)cc1	i	-13.9
54	CC(C)(C)NC(=O)NC(=O)COC(=O)C1CCN(S(=O)(=O)c2cccs2)CC1	x	2.0
55	Fc1ccc(-c2nc3n(n2)Cc2ccccc2-3)cc1	i	-16.1
56	COc1ccc(Cl)cc1N(CC(=O)Nc1ccccc1C(=O)NCc1ccco1)S(C)(=O)=O	i	-46.0
57	CCCCCc1c(C)c(C#N)c2nc3ccccc3n2c1-n1ccnc1C	i	-31.2
58	CC1C(C#N)=C(N)OC2=C1C(=O)CC(C)(C)C2 (configuration not stated)	i	-5.2
59	Cc1occc1C(=O)N/N=C/c1cnn(C)c1C	i	-5.0
60	CCCOc1ccc2cc(C(=O)NCc3ccccc3)c(=O)oc2c1	i	-15.4

The listing continues:
No.	molecule	CHT allo act	OX1R antagonist
61	CCOC(=O)c1c(NC(=O)C2CCCCC2)sc2c1CCN(CC)C2	i	-35.0
62	Cc1cc(C)n2nc(SCC(=O)Nc3ccccc3C)nc2n1	i	-3.6
63	Cc1ccc(NC(=O)C(=O)NC(C)C2COc3ccccc3O2)cc1 (configuration not stated)	i	-22.2
64	O=C(NC1CCN(S(=O)(=O)c2ccc(F)cc2)CC1)c1cccnc1	i	-19.3
65	CCCCNC(=O)C1CC(c2cccc(F)c2)=NO1 (configuration not stated)	i	-20.5
66	CC(C)N1CCN(c2ccc(OC[C@H]3CO[C@](Cn4cncn4)(c4ccc(Cl)cc4Cl)O3)cc2)CC1	i	-18.9
67	O=C1CCCCCN1C(=O)c1cccc(C(=O)N2CCCCCC2=O)c1	i	-16.6
68	CCOC(=O)C(C)n1cnc2c(nnn2-c2ccc(F)cc2)c1=O (configuration not stated)	i	4.2
69	CN(CC(=O)NCc1ccncc1)S(=O)(=O)c1ccccc1	i	-14.2
70	O=C(NCCN1CCOCC1)c1ccccc1-c1ccccc1	i	-4.7
71	c1ccc2nc(-c3ccc(N4CCOCC4)cc3)ccc2c1	i	-12.7
72	COc1ccccc1-c1ccc(C(=O)O)o1	i	-14.0
73	COc1ccc2c(c1)CC/C(=C/c1ccco1)C2=O	i	4.3
74	CCN(CC)c1ccc(C2Nc3cccc4cccc(c34)N2)cc1	i	-9.8
75	CCCCSc1nc(C)cc(SCC(=O)N/N=C/c2cccc(OC)c2O)n1	i	57.0*
76	Cc1ccc(/C=C/c2nnc(-c3ccc(C)cc3)o2)cc1	i	-27.2
77	CCN1CCN(c2nc(Nc3cccc(C)c3)nc(N)c2[N+](=O)[O-])CC1	i	-8.3
78	O=C(N/N=C/c1ccc2c(c1)OCO2)/C(=C/c1ccc2c(c1)OCO2)NC(=O)c1ccccc1	i	-20.9
79	CCCCSC1(SCCCC)N=C(N)C2(C#N)C(c3ccccc3)NC(C)=C(C)C12C#N (configuration not stated)	i	-1.0
80	Cc1ccc(NC2Sc3ccccc3NC2=O)cc1Cl (configuration not stated)	i	-11.2
81	O=C(COC(=O)c1ccco1)NCc1cccs1	i	-11.7
82	Cc1nc(N2CCOCC2)nc(Oc2ccccc2)c1[N+](=O)[O-]	i	-24.6
83	c1ccc(-c2cnc(-c3cccnc3)o2)cc1	i	-1.9
84	Cc1ccc(C2=CC(c3ccc(N(C)C)cc3)n3nnnc3N2)cc1 (configuration not stated)	i	-6.7
85	CCc1nnc(NC(=O)C2CCN(c3nccc(C)n3)CC2)s1	i	-7.4
86	Cc1ccccc1C(=O)Nc1nnc(-c2ccncc2)o1	i	4.0
87	CC(C)N(C(=O)CN1CCN(C(=O)C2COc3ccccc3O2)CC1)C(C)C (configuration not stated)	x	-33.7
88	CCS(=O)(=O)n1nc(-c2ccccc2)nc1NCc1ccco1	i	-11.2
89	O=C1N/C(=N\N=C\c2ccccn2)SC1Cc1cccc(SC(F)F)c1 (configuration not stated)	i	-32.4
90	COc1ccc(-n2ccnc2SCC(=O)Nc2ccccc2)cc1	i	-5.7

(continued)
No.	molecule	CHT allo act	OX1R antagonist
91	O=C(Nc1ccccc1)C1CC(=O)N(c2ccc3c4c(cccc24)CC3)C1 (configuration not stated)	i	-15.0
92	Cc1nc(SCC(=O)N2CCNC2=O)c2ccccc2n1	x	-11.5
93	Cc1cc(CN(C)C(=O)c2ccc(OC3CCN(Cc4ccccn4)CC3)cc2)on1	i	-17.2
94	COc1ccc(F)cc1S(=O)(=O)N1CC(C)CC(C)C1 (configuration not stated)	i	-6.9
95	O=C(COc1cccc(C(F)(F)F)c1)NNC(=O)c1ccc(=O)[nH]c1	x	-3.9
96	CCOc1ccc(CC(=O)OCc2cc(=O)n3cc(Br)ccc3n2)cc1	i	-31.3
97	Cc1cccc(C)c1NC(=O)CN(C)C(=O)CN1C(=O)NC2(CCCC2)C1=O	i	-7.7
98	Cc1cc(C)cc(NC(=S)NCCN(C2CCCCC2)C2CCCC2)c1	i	-29.9
99	CN=C(C)/C(C(=O)OC)=C(/O)c1c(F)cccc1F	i	-5.6
100	CC(C)(C)c1ccc(OCC(O)CN(CCO)CC(O)Cn2ccc3ccccc32)cc1 (configuration not stated)	i	5.1
101	COc1ccc2c(C)nc(Nc3nc(C)cc(C)n3)nc2c1	i	-7.9
102	Cc1ccc(S(=O)(=O)N2CCCCC2)cc1C(=O)NCc1ccncc1	i	-7.3
103	CC(CNC(=S)Nc1cc(F)cc(F)c1)CSc1ccc(Cl)cc1 (configuration not stated)	i	8.6
104	CC1(C)OC(c2ccccc2)=C/C(=C/C=Nc2ccccc2)O1	i	-30.2
105	CN(CC(=O)Nc1ccc(F)c(F)c1F)C(=O)C1CCC1	i	-11.5
106	Cc1cc(NC(=O)CSc2nnc(COc3cccc(C)c3C)n2C)no1	i	3.7
107	O=C1C=C(c2ccccc2)CC(/C=C/c2ccccc2)C1 (configuration not stated)	i	-8.8
108	C=CCN1C=C2C(=O)C(C)(OC(=O)c3ccco3)C(=O)C(C=C)=C2C=C1C1CC1 (configuration not stated)	i	-17.4
109	NC(=O)c1c(NC(=O)c2ccccc2)sc2c1CCc1ccccc1-2	i	-17.8
110	Oc1c(Cl)cc(Cl)cc1CNc1ccc(Br)cn1	i	-5.9
111	CCOCc1c(C(=O)NCc2ccccc2CN2CCCC2)oc2ccccc12	x	-35.9
112	O=C(O)CC1=C(Nc2ccccc2)C(=O)N(c2ccccc2)C1c1ccc(F)cc1 (configuration not stated)	i	-16.4
113	O=C(COC(=O)C1CC1)Nc1ccc2c(c1)OCO2	i	-8.6
114	CSc1nnc(-c2ccccc2)c(=O)[nH]1	i	-7.6
115	Cc1cccc(NC(=O)NNC(=O)c2ccc3ccccc3c2O)c1	i	x
116	COc1cccc(C(=O)NC2CCN(CC(=O)Nc3cccc(C)c3C)CC2)c1	i	-24.6
117	CC(=O)c1c(C)nn(C(=O)c2cccs2)c1C	i	-9.6
118	CC[C@@H](C)[C@H](NC(=O)CNC(=O)Cc1c(C)c2c(cc(C)c3c(C)coc32)oc1=O)C(=O)O	i	-21.5
119	CC(C)(C)CC(=O)N1CCC(c2nc3c(nnn3Cc3c(F)cccc3Cl)c(=O)[nH]2)CC1	i	-43.7
120	Cc1ccc(C(=O)C2=C(O)C(=O)N(c3ncccn3)C2c2ccc(F)cc2)o1 (configuration not stated)	i	1.0
121	Cc1c(Br)c([N+](=O)[O-])nn1CCCC(=O)NC(C)c1ccccc1 (configuration not stated)	i	-16.4
